Compound activity from PubChem BioAssay.
KCNH2 3.1 inh = inhibitors of human KCNH2 3.1 potassium channel isoform | U2OS KCNH2 3.1, thallium flux FluxOr; stronger effect = lower value | activity change, % (tested at about 1.8 µM) | 340,000 compounds, 0.95% hits | AID 720553;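 active means maximum activity change below -70%; inconclusive means maximum activity change from -70% to -50%; inactive means maximum activity change above -50%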;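 further: thallium influx rate constant from kinetic fluorescence after stimulation buffer; on the % scale 0 is the no-effect control and ±100 the full control effect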
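We transduce U2OS cells with the mutant 3.1 virus, culture them overnight, load FluxOr with Red40 quencher for 45 min, then add stimulation buffer and read kinetically for 2 min to derive a normalized rate constant.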
FLuc modulator = counter-screen for miR-21 project: firefly luciferase inhibitors or activators. P08659. purified FLuc, Km substrates, luminescence inhibition. Potency, µM (titrated, usually from 57.5 µM), inactives show at the highest dose activity change, negative = inhibition, usual class: inhibitors. 360,000 compounds, 6.9% hits. AID 588342;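 further: potency means the concentration at half of the fitted maximal effect; plate controls were vehicle for no effect and reference inhibitor for full effect; nearly all actives have a fitted effect of over 55% in size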
Target sequence (P08659 whole entry, looked up): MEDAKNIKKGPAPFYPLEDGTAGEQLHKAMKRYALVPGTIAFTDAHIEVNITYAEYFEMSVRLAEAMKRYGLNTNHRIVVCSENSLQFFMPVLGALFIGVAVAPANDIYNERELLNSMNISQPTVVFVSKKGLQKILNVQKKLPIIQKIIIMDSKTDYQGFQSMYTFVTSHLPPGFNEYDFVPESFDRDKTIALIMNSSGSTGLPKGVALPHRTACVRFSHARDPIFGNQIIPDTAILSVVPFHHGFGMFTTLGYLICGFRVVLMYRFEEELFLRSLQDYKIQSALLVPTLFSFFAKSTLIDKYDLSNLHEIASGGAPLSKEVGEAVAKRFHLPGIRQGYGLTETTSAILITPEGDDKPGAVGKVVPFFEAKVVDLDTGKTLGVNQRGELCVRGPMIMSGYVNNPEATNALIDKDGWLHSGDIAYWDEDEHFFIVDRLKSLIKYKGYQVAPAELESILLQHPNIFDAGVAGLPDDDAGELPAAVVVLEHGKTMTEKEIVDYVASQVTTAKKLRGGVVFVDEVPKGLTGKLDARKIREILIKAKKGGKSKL
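Purified P. pyralis luciferase, 10 nM final, with Km-level 10 uM D-luciferin and 10 uM ATP in 50 mM Tris acetate pH 7.5, 10 mM Mg acetate, 0.01% Tween-20, 0.05% BSA; 6-point qHTS titration about 60 µM downward; luminescence read.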
Rab9 promoter act = Rab9 promoter activation; 320,000 compounds, 2.8% hits; Potency, µM (series often up to 9.22 µM), without a hit: top-dose activation, negative = inhibition, usual class: activators; AID 485297; Huh7 Rab9 promoter-luciferase reporter, luminescence, 24 h; further: potency means the concentration at half of the fitted maximal effect; % of control where 0% means no effect; nearly all actives have a fitted effect of over 60% in size
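Quantitative HTS format; Huh7 Rab9-luciferase reporter cells (1500/well) receive compound 2 h post-plating, incubate 24 h at 37 °C, then get luciferase reagent for 10 min before luminescence reading.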
RORg inh = blocks mouse ROR gamma transcriptional activity; 310,000 compounds, 5.4% hits; Potency, µM (top dose mostly 53.6 µM), inactives show at the highest dose activity change, negative = inhibition, usual class: inhibitors; P51450; AID 2551; Drosophila S2 Gal4-RORgamma UAS-luciferase reporter, 20 h; further: potency means the concentration at half of the fitted maximal effect; on the % scale 0 is the no-effect control and ±100 the full control effect; nearly all actives have a fitted effect of over 60% in size
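ROR gamma transcriptional activity was tracked as Gal4-UAS luciferase output in stably transfected Drosophila Schneider cells, with compound added 1 hr before 700 uM copper sulfate induction and a 20 hr ambient-temperature incubation.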
Tb PFK block = inhibitors of T. brucei phosphofructokinase. O15648. T. brucei PFK, ADP-Glo luminescence. Potency, µM (top dose mostly 57.5 µM), for inactives: at the highest dose activity, negative = inhibition, usual class: inhibitors. 330,000 compounds, 0.17% hits. AID 485367;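 further: potency means the concentration at half of the fitted maximal effect; 0% = uninhibited 1x PFK enzyme wells and -100% = no-enzyme wells; nearly all actives have a fitted effect of over 60% in size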
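In TEA buffer at pH 8.0 with 5 mM MgCl2, enzyme (1.25 nM) converted F6P (0.5 mM) and ATP (0.1 mM) for 45 min at room temperature. ADP product was read by luciferase luminescence.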
Coupling enz = coupling enzyme interference in Giardia aldolase counter-screen; coupling enzyme system counterscreen, AmpLite Red fluorescence; activity change, negative = inhibition, % at 58.2 µM, hits read low; 290,000 compounds, 0.67% hits; AID 2472; in the data active means activity change below about -30%; further: on the % scale 0 is the no-effect control and ±100 the full control effect
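Fluorescence at 525 nm excitation and 598 nm emission measured inhibition of the coupled detection system without aldolase. Compounds (at 57.5 uM final) were preincubated 10 min at room temperature with coupling enzyme reagent before a 20 min substrate/AmpLite Red step.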
ELG1 genotox = induces genotoxicity in HEK293T cells with luciferase-tagged ELG1. HEK293T ELG1-luciferase reporter, luminescence, 16 h. AID 504466. 330,000 compounds, 1.3% hits. Potency, µM (doses to about 46 µM), for inactives: at the highest dose activity change, positive = activation, usual class: activators; further: potency means the concentration at half of the fitted maximal effect; % of control where 0% means no effect; nearly all actives have a fitted effect of over 60% in size
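Luminescence read-out: rising ELG1-luciferase signal, reflecting elevated ELG1 protein under genetic stress, flags genotoxic compounds. Cells were treated for 16 hr at 37 °C before ONE-Glo detection.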
Giardia killer = kills Giardia lamblia; Giardia lamblia trophozoite viability; activity change, % at 7.66 µM, hits read low; 340,000 compounds, 0.15% hits; in the data active means activity change below about -80%; inconclusive means between about -30% and that limit;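 further: parasites exposed to compound for two days anaerobically before the ATP read; on the % scale 0 is the no-effect control and ±100 the full control effect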
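Trophozoites 100 cells/well + cpd; 48 hrs, 37 deg C, anaerobic. ATPLite 1-Step added, 15-30 min RT, luminescence read (ATP-based viability).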
uPA generation = cell surface uPA generation inhibition; cell surface uPA generation assay, qHTS; Potency, µM (series often up to 38.3 µM), inactives show at the top dose activity change, negative = inhibition, usual class: inhibitors; 330,000 compounds, 0.31% hits; AID 540303; active means well fitted inhibition curve with a large enough effect; inconclusive means small, poorly fitted or top-dose-only effect; inactive means no such curve, though single readings can be large or run the other way; tested in mouse RAW 264.7 cells; further: potency means the concentration at half of the fitted maximal effect; on the % scale 0 is the no-effect control and ±100 the full control effect; nearly all actives have a fitted effect of over 55% in size
NPC1 promoter act = activators of NPC1 promoter; Huh7 NPC1 promoter luciferase reporter, 24 h; AID 485313; 320,000 compounds, 2.4% hits; Potency, µM (doses to about 9.22 µM), without a hit: top-dose activation, hits mostly activators;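 further: potency means the concentration at half of the fitted maximal effect; % of control where 0% means no effect; nearly all actives have a fitted effect of over 60% in size; reporter is driven by a mutant NPC1 promoter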
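Luciferase expression driven by the NPC1 promoter was measured in stably transfected Huh7 cells after a 24 h compound incubation, using a luciferase reagent and a luminescence read.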
Gal4-VP16 FLuc = inhibits Gal4-VP16 luciferase reporter, ROR gamma counter-screen; 310,000 compounds, 3.5% hits; Drosophila S2 Gal4-VP16 UAS-luciferase, luminescence, 20 h; Potency, µM (highest dose often 53.6 µM), for the others: at the highest dose activity, negative = inhibition, usual class: inhibitors;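 further: Gal4-VP16 expression switched on by copper sulfate through the metallothionein promoter; potency means the concentration at half of the fitted maximal effect; on the % scale 0 is the no-effect control and ±100 the full control effect; nearly all actives have a fitted effect of over 50% in size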
* marks the source's active call; other numbers are inactive results; ? = inconclusive; . = not tested or not shown. Unless noted, the call rests on the fitted dose curve; in most records, active means well fitted curve in the direction sought with a large enough effect; inconclusive means small, poorly fitted or top-dose-only effect, or another doubt; inactive means no such curve, though single readings can be large; an effect the other way counts as inactive or inconclusive.

no.	SMILES	KCNH2 3.1 inh	FLuc modulator	Rab9 promoter act	RORg inh	Tb PFK block	Coupling enz	ELG1 genotox	Giardia killer	uPA generation	NPC1 promoter act	Gal4-VP16 FLuc
1	CCC(CC)c1nnc(NC(=O)C2CCN(C(=O)c3ccco3)CC2)s1	47	-16%	1%	36%	-11%	6	-4%	-15	3%	0%	-11%
2	CC1(C)CC(=O)c2cnc(N3CCc4ccccc43)nc2C1	19	2.1µM*	3.5µM*	?	1%	-2	?	-10	-6%	2.8µM*	?
3	Cc1ccc(C)c(OCCCCN2CCNCC2)c1C	-88*	-1%	3%	22%	5%	2	0%	9	-10%	0%	2%
4	Cc1ccc(S(=O)(=O)NCC(c2ccco2)S(=O)(=O)c2ccccc2)cc1 (stereo unspecified)	-10	1%	0%	.	-5%	.	12%	16	-2%	2%	.
5	CCN(c1ccccc1)S(=O)(=O)c1ccc(OC)c(NC(=O)C2=NN(c3ccccc3)C(=O)CC2)c1	-21	0%	-9%	.	1%	.	-2%	4	1%	-3%	.
6	CC(C)CC(NC(=O)C(NC(=O)C(Cc1ccc(OCc2ccccc2)cc1)NC(=O)OC(C)(C)C)C(C)C)C(N)=O (stereo unspecified)	1	-1%	-2%	?	3%	0	16%	1	6%	-2%	13µM*
7	O=C(N/N=C/c1cc(Cl)cc([N+](=O)[O-])c1O)C1CC1	13	?	0%	0.63µM*	-2%	3	-7%	-22	-2%	-5%	2µM*
8	COc1ccc(Nc2nnc(SC(C(=O)Nc3cc(C)ccc3C)c3ccccc3)s2)cc1 (stereo unspecified)	-6	4%	-11%	-30%	8%	0	-8%	17	5%	-6%	7%
9	CCn1c(NN)nc2sc3c(c2c1=O)CCC3	-4	-14%	4%	?	-11%	-1	-6%	-17	6%	-4%	?
10	CCC[N+]1(CC#CC2(O)CCCCC2)CCOCC1	-7	0%	1%	-16%	0%	0	-9%	-1	1%	-3%	-1%
11	Fc1ccc(NC(=S)N2CCOCC2)cc1Cl	0	1%	-2%	-18%	-17%	3	-1%	8	-27%	-1%	4%
12	CC(C)CN(C(=O)CC1OC(=O)c2ccccc21)c1c(N)n(Cc2ccccc2)c(=O)[nH]c1=O (stereo unspecified)	1	2%	-1%	.	0%	.	1%	3	7%	-5%	.
13	Cc1cccc(CCN2C(Nc3ccccc3)=NC[C@@H]2CC(C)C)c1	-46	2%	0%	.	-1%	.	0%	-5	?	-5%	.
14	COc1ccc(Cn2nnnc2C(c2cc3ccc(OC)cc3[nH]c2=O)N2CCC(C)CC2)cc1 (stereo unspecified)	1	-3%	5%	?	1%	-21	0%	8	4%	-2%	9%
15	Cc1cc(-n2cnc(-c3cn(C)nc3C)n2)no1	5	?	18%	-1%	-5%	4	11%	-3	-4%	23%	0%
16	CN1CCC(N(C)C(=O)c2ccc(Cl)c(S(=O)(=O)N3CCOCC3)c2)CC1	-150*	2%	1%	.	1%	.	3%	-12	-2%	5%	.
17	Cc1cc(C)c(NC(=O)CN2C(=O)NC3(CCc4ccccc43)C2=O)c(Cl)c1 (stereo unspecified)	-8	.	.	.	7%	.	1%	-5	-1%	.	.
18	COc1ccc(NC(=O)C2CCN(S(=O)(=O)c3cccc4cccnc34)CC2)cc1OC	.	1%	-2%	?	0%	-4	2%	.	.	-1%	-1%
19	CC(C)C(NC(=O)c1ccc(S(=O)(=O)N2CCOCC2)cc1)c1nc2ccccc2[nH]1 (stereo unspecified)	5	1%	2%	-15%	0%	0	0%	15	.	2%	-4%
20	COc1ccccc1N(C)S(=O)(=O)c1ccc(Cl)c(C(=O)NCc2cccnc2)c1	4	2%	-4%	.	21%	.	-3%	-1	2%	-1%	.
21	N#Cc1ccc(CSc2nnc(NC(=O)C3CC(=O)N(c4ccc5c(c4)OCCO5)C3)s2)cc1 (stereo unspecified)	15	0%	-1%	45%	?	7	0%	-8	-1%	0%	-1%
22	O=C(COc1ccccc1Cl)Nc1ccc(C(=O)O)cc1NC(=O)COc1ccccc1Cl	7	-19%	8%	18%	-7%	.	-6%	6	16%	5%	3%
23	Cc1ncc(CO)c(CNc2ccc(Oc3ccccc3)cc2)c1O	-5	4%	-30%	24%	0%	1	-4%	4	-3%	-14%	?
24	COc1cc2c(cc1OC)-c1nncn1C(C)(C)C2	2	4%	-7%	-2%	2%	0	0%	-8	-4%	0%	0%
25	O=C(CSC(=S)N1CCCC1)N/N=C/c1c(O)[nH]c(=S)[nH]c1=O	14	.	.	.	3%	.	0%	-2	4%	.	.
26	O=C(CSc1cccc(C(F)(F)F)c1)Nc1nnc(C2CC2)s1	1	.	.	.	-4%	.	-1%	3	9%	.	.
27	O=C1C=C(c2cc3ccccc3o2)C[C@@H](c2ccc(F)cc2)C1	6	-1%	-2%	.	2%	.	2%	5	6%	-1%	.
28	COC(=O)c1sc(NC(=O)CSc2nnnn2-c2cccc(OC)c2)nc1C	8	1%	1%	?	-4%	1	-1%	5	-2%	-4%	?
29	Cc1c(C(=O)N2CCN(c3ccc(C(F)(F)F)cn3)CC2)oc2ccccc12	11	2%	-2%	3%	-3%	1	-5%	10	18%	0%	-9%
30	COc1ccc(CC(C(=O)Nc2cc(C)ccc2C)/C(N)=N/O)cc1 (stereo unspecified)	4	0%	-1%	11%	0%	1	-5%	-2	2%	-2%	3%
31	Cc1ccc(C)c(CN2CCN(c3ncccn3)CC2)c1	1	5%	-4%	-3%	-3%	-1	-1%	12	1%	-6%	-13%
32	O=C(NC1CSCC1OC(=O)c1ccccc1)c1ccccc1 (stereo unspecified)	18	7%	1%	4%	1%	0	1%	?	6%	3%	-5%
33	CC1CCCc2sc3nc(N4CCN(CCO)CC4)n4ncnc4c3c21 (stereo unspecified)	-14	-18%	-5%	-2%	2%	-2	14%	-2	2%	10%	-1%
34	CCCn1c(N2CCN(C(=O)N3CCCCC3)CC2)nc2ccccc21	-5	2%	2%	-7%	-1%	2	-9%	-15	7%	1%	1%
35	Cc1[nH]c2ccccc2c1CCO	16	4%	0%	34%	-8%	-1	-1%	3	-5%	0%	20%
36	CCOc1ccc(NC(=O)C2CCN(C(=O)NCc3ccccc3)CC2)cc1	1	-1%	-12%	-14%	2%	-1	0%	0	4%	0%	6%
37	O=C(c1ccc(N2CCN(C(=O)c3ccccc3Br)CC2)cc1)c1cccc(F)c1	-2	-2%	-1%	?	3%	.	-3%	-12	-7%	-1%	-17%
38	COc1ccc(N(C(=O)c2ccco2)C(C(=O)NC2CCCC2)c2cccs2)cc1OC (stereo unspecified)	10	-2%	-1%	-8%	2%	-8	-4%	13	2%	-1%	19%

Rows were taken by chance; overall some 14% were active at least once.
